MsrA inhibitor: bovine MsrA inhibition; purified bovine MsrA, absorbance read-out; inhibition, % at 15.5 µM; 360,000 tested, 0.75% active; AID 651718; in the data active = inhibition above about 4.5%;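 note: 0% = vehicle wells with enzyme and 100% = reference inhibitor wells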
Rpn11 block: inhibitors of human proteasome Rpn11; O00487; human 26S proteasome, Ub4-pepOG fluorescence polarization; 20S core pre-blocked with epoxomicin; calls only at 20 µM; 360,000 tested, 0.59% active; AID 588493;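 active = inhibition at 20 µM, scaled to each plate's controls, above about 33%, limit read from the data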
MLLE-PAM2 inh: blocks PAM2 peptide binding to the PABP1 MLLE domain; P11940; GST-MLLE / FITC-PAM2 fluorescence polarization; inhibition, % at 20 µM; 360,000 tested, 0.36% active; AID 588489; in the data active = inhibition above about 35%, passing the limit was not always enough;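 note: plate controls were DMSO wells with GST-MLLE for no effect and wells lacking GST-MLLE protein for full effect; some results filed as inactive read as strong as hits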
Rin1-Abl PPI inh: blocks binding of human Rin1 to Abl | P00519+Q13671 | TR-FRET Rin1/Abl binding, biochemical | inhibition, % at 7.35 µM | 360,000 tested, 0.4% active | AID 588664; in the data active = inhibition above about 5%, passing the limit was not always enough
E coli Lon inh: inhibits E. coli Lon protease. inhibition, % at 7.94 µM. P0A9M0. purified E. coli Lon protease, fluorescence polarization. AID 602123. 360,000 tested, 0.42% active; in the data active = inhibition above about 13%, passing the limit was not always enough;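 note: 0% = enzyme with probe and DMSO and 100% = no enzyme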
MT1-MMP act inh: MT1-MMP (human) activation inhibition; P50281; HT1080 RFP-PRO-GFP cells, GFP/RFP ratio fluorescence, overnight; percent of plate control window, DMSO zero; GFP/RFP ratio change, % at 20 µM; 360,000 tested, 0.061% active; AID 651647;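 active = GFP/RFP ratio change of at least 30% with cell ATP level not reduced by more than half and red fluorescence within 50% of control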; note: strong numbers were not always called active
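system = RFP-PRO-GFP reporter HT1080 cells | dosing = 20 µM single dose, 1% DMSO | timing = overnight cell settling, then overnight compound exposure, 37 °C, 5% CO2 | read-out basis = GFP/RFP fluorescence ratio | controls = DMSO and RFP-L50D-GFP cell wells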
CSN inh: CSN deneddylation inhibition | Q92905 | Purified CSN, SCF-Nedd8-OG deneddylation, fluorescence polarization | inhibition, % at 12.5 µM | 360,000 tested, 0.38% active;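 active = pattern-corrected inhibition above about 35%, with an unprinted fluorescence ratio check between 0.5 and 1.5, limit read from the data, passing the limit was not always enough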;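 note: 0% = enzyme with substrate and 100% = substrate without enzyme; some results filed as inactive read as strong as hits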
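Assay system: purified human Csn5 enzyme expressed in HEK293T cells; Input: 0.24 nM Csn5 enzyme, final concentration; Reagent: 10 nM SCFSkp2-Nedd8OG; Compound dosing: 12.5 µM single point; Times: reaction 90 min, room temperature; Technique: fluorescence polarization readout.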
FAS TE block: blocks the thioesterase domain of human fatty acid synthase. P49327. recombinant FAS-TE, OMFH fluorogenic substrate, fluorescence endpoint. inhibition, % at 15 µM. 360,000 tested, 0.67% active. AID 602261;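 active = compounds whose normalised, plate-corrected inhibition of enzyme fluorescence in the single-dose primary screen is 50% or more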;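 note: 0% = DMSO with enzyme and 100% = substrate without enzyme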
Target sequence (P49327 whole entry, looked up, the tested form may be a part): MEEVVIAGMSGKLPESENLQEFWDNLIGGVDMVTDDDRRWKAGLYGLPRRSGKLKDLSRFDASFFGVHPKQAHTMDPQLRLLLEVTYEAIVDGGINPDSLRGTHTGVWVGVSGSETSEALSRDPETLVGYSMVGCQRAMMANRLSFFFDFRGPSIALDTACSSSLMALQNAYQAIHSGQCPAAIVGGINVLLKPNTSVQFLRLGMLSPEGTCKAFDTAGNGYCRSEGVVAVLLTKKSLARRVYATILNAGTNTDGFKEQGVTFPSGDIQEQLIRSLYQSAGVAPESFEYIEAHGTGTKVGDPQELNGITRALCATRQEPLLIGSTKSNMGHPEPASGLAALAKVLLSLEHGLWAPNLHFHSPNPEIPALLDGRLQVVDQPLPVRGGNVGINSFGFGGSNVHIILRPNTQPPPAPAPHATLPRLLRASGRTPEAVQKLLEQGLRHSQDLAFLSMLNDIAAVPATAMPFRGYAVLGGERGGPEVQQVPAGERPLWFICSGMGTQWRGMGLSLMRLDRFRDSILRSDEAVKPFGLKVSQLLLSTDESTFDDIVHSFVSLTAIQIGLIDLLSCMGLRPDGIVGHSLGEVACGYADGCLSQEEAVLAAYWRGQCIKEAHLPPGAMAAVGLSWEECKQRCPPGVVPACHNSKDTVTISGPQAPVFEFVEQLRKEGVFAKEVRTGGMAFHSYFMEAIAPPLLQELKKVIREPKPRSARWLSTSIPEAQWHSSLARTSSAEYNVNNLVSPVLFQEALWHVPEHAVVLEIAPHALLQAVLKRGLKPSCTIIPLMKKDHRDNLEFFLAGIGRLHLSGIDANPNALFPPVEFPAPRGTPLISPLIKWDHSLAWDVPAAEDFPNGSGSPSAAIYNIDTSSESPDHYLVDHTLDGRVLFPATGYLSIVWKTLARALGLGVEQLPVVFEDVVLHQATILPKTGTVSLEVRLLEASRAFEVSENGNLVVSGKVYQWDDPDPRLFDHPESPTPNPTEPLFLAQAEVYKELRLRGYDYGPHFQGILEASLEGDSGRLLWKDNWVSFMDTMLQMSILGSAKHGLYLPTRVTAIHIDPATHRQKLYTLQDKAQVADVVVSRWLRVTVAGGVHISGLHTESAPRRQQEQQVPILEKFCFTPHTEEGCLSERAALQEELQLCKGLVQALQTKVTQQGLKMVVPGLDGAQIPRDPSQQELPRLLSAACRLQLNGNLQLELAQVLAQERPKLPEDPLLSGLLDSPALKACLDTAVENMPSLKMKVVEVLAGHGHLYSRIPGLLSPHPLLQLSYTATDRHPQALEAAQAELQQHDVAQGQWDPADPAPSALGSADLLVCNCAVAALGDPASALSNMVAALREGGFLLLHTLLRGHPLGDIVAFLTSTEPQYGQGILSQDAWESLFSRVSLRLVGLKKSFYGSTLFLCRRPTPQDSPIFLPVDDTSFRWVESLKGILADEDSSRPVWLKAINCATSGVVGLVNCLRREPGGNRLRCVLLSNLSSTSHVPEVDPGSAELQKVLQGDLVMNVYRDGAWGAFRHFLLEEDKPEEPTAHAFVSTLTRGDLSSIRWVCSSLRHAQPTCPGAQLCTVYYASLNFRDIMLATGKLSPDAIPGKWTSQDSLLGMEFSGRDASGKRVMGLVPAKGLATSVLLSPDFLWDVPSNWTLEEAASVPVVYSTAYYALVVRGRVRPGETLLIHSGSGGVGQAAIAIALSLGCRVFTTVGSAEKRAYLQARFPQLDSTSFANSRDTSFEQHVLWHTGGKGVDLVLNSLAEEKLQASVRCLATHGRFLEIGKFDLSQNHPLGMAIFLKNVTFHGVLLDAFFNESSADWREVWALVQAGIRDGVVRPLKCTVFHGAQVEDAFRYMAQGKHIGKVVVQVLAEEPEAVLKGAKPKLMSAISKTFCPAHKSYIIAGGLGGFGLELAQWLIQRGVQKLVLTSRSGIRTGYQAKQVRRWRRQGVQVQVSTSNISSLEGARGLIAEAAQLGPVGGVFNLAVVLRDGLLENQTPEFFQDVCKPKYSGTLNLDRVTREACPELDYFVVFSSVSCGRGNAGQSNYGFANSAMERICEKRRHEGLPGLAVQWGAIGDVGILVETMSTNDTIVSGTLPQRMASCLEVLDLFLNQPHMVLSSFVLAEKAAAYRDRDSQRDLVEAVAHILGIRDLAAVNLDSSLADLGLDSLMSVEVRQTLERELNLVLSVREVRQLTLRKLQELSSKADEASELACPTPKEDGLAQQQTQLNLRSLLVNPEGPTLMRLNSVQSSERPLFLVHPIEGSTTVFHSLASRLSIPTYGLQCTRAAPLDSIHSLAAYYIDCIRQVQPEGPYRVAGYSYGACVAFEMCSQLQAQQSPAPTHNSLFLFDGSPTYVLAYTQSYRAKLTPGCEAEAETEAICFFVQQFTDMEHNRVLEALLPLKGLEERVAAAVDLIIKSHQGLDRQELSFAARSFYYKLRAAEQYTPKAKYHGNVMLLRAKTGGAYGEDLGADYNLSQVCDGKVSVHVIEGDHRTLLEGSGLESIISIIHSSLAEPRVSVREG
MsrA act: activators of bovine methionine sulfoxide reductase A. purified bovine MsrA, absorbance read-out. activation, % at 10.6 µM. 360,000 tested, 0.3% active; in the data active = activation above about 7.5%;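 note: 0% = vehicle and 100% = reference activator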
The depositor's hits bear a star; i = inactive; x = not tested or not shown.

SMILES | MsrA inhibitor | Rpn11 block | MLLE-PAM2 inh | Rin1-Abl PPI inh | E coli Lon inh | MT1-MMP act inh | CSN inh | FAS TE block | MsrA act
CC(C)(C)OCC(O)CN1CCN(C(=O)c2ccccc2)CC1 (stereo not given) | 1.1 | i | -2 | -5 | -7 | 2 | 2 | -5 | -9
CCOc1ccc2nc(N3CCCC(C(=O)NCCCN4C(C)CCCC4C)C3)sc2c1 (stereo not given) | -1.0 | i | 6 | -2 | 1 | 0 | -2 | -7 | -2
COCCn1c(SCC(=O)N2CCCCC2)nc2cccnc21 | -0.4 | i | 6 | 1 | -11 | 1 | 1 | -8 | -6
Cc1cc(=O)[nH]c2ccc(Cl)cc12 | 0.4 | i | 7 | -3 | 0 | 8 | 4 | -11 | -4
N=c1c(S(=O)(=O)c2ccc(Cl)cc2)cc2c(=O)n3ccccc3nc2n1CCN1CCOCC1 | 2.1 | i | -21 | -12 | -8 | -3 | 8 | 17 | -5
COc1ccc(Nc2ccc([N+](=O)[O-])cn2)cn1 | 0.6 | i | 49* | 0 | 21* | 17 | -3 | 4 | -4
CCOCCCN1CC(C(=O)NCc2ccc3c(c2)OCO3)CC1=O (stereo not given) | 0.5 | i | -8 | 1 | 4 | -5 | -4 | -3 | -5
CC(C1CC1)N(Cc1ccccc1)C(=S)Nc1ccccc1 (stereo not given) | -1.8 | i | -39 | -1 | 0 | 4 | -4 | 5 | -2
Cc1nnc(NC(=O)C2CCN(C(=O)c3ccco3)CC2)s1 | 0.6 | i | 11 | -1 | -2 | -1 | -2 | -2 | -7
CCN(CC)CCN=CC1=C(O)CNC1=O | -0.6 | i | 8 | -2 | 4 | 2 | 1 | -8 | -3
COc1cccc(C2=NCCc3cc4c(cc32)OCO4)c1OC | 1.7 | i | -2 | 1 | -7 | x | -6 | -8 | -13
COC(=O)c1ccc(N/C=C/C(=O)c2ccccc2)cc1 | 0.2 | i | -2 | 0 | -5 | 4 | 4 | -7 | -1
CCN(CC)C(=O)[C@H]1C[C@H](CC(=O)NCCc2ccccn2)C(=O)N2CCc3c([nH]c4cc(CCC(=O)N(C)C)ccc34)[C@]12C | 1.3 | i | 4 | 0 | 4 | 4 | 0 | -11 | -2
CCNC(=O)/C(=C\c1ccccc1)NC(=O)/C=C/c1ccccc1 | 0.6 | i | 0 | -1 | 5 | 2 | 3 | -9 | -1
COC(=O)c1sc(S(=O)(=O)NCc2ccccc2)c(C(=O)OC)c1C | 0.2 | i | 3 | -3 | -6 | 4 | 1 | 13 | -13

MLLE-PAM2 inh, entries above that show a hit
molecule	MsrA inhibitor	Rpn11 block	MLLE-PAM2 inh	Rin1-Abl PPI inh	E coli Lon inh	MT1-MMP act inh	CSN inh	MsrA act
COc1ccc(Nc2ccc([N+](=O)[O-])cn2)cn1	0.6	i	49*	0	21*	17	-3	-4

Additional compounds.
SMILES | MsrA inhibitor | Rpn11 block | MLLE-PAM2 inh | Rin1-Abl PPI inh | E coli Lon inh | MT1-MMP act inh | CSN inh | FAS TE block | MsrA act
COC(=O)c1ccc(CSc2nnc3c(Cl)cc(Cl)cn23)o1 | -0.7 | i | -66 | 1 | -4 | 0 | 1 | -5 | -2
CNC(=O)c1cccc2cccc(Sc3ccccc3C(=O)O)c12 | 0.6 | i | 7 | 0 | 0 | 4 | -5 | -7 | -4
Cc1ccc2oc(C(=O)NCC(c3ccco3)N(C)C)c(C)c2c1 (stereo not given) | -1.6 | i | 12 | -3 | 1 | -2 | 4 | -2 | -4
Cc1ccnc2c1ccc1cccnc12 | -0.8 | i | 5 | -13 | 1 | 3 | 1 | -3 | -1
Cc1ccc(-c2nn(CC(=O)N(C)C)c(=O)c3ccccc23)cc1S(=O)(=O)N(C)C | -0.8 | i | 10 | 0 | -4 | -1 | -1 | -8 | -9
O=C(C1CCCCC1)N1CCC(O)(c2ccc(Cl)cc2)CC1 | x | i | -5 | 2 | -6 | 0 | -4 | -2 | -2
COc1cccc(CNC(=O)c2ccc(C)c(S(=O)(=O)N3CCCCC3)c2)c1 | -0.1 | i | 9 | 0 | -4 | -4 | 3 | 11 | -2
Cc1ccc(S(=O)(=O)NC(CC(=O)n2nc(C)cc2C)c2ccccc2)cc1 (stereo not given) | -0.4 | i | -6 | 3 | -8 | 5 | 0 | 5 | -5
O=C(/C=C/c1ccc([N+](=O)[O-])cc1)c1cccnc1 | 2.9 | i | 19 | -1 | -1 | 3 | 1 | -6 | -4
Cc1cc(N2CCN(c3ccc(C(F)(F)F)cc3[N+](=O)[O-])CC2)c2ccccc2n1 | 0.0 | i | -1 | -6 | 3 | 9 | 6 | 23 | -6
COc1ccc(C2CC(C(F)(F)F)n3nc(C(=O)NCc4c(C)nn(C)c4C)c(Cl)c3N2)cc1 (stereo not given) | -1.1 | i | -41 | 3 | 0 | -1 | -2 | -4 | 2
Cc1csc(C(C)N(C)C(=O)c2ccc(OC3CCN(Cc4ccccn4)CC3)cc2)n1 (stereo not given) | 0.8 | i | -4 | 7 | -8 | -1 | -5 | -6 | -1
Cc1nnsc1C(=O)Nc1ccc(S(=O)(=O)N2CCCC(C)C2)cc1 (stereo not given) | 0.8 | i | 1 | 0 | -2 | 1 | 3 | 2 | -1
CC1(c2ccccc2)NC(=O)N(CC(=O)Nc2cc(C(F)(F)F)ccc2N2CCCCC2)C1=O (stereo not given) | 0.0 | i | -8 | 3 | -1 | -9 | 2 | 30 | -1
COc1ccccc1NC(=O)N(C)C[C@H]1OCc2cnnn2CCCC(=O)N([C@H](C)CO)C[C@H]1C | -0.4 | i | 4 | 3 | -3 | -2 | -2 | -10 | -4
O=C(CSCc1ccccc1)NCCc1ccc(F)cc1 | -1.2 | i | -12 | -3 | 5 | 1 | -3 | 1 | -2
CC(=O)Nc1cccc(NC(=O)CCNC(=O)c2ccccc2)c1 | 0.6 | i | 3 | 0 | 3 | -2 | -2 | -5 | -5
CC1CCN(S(=O)(=O)c2ccc3c(c2)N(CC(=O)NCCCN2CCCC(C)C2)C(=O)CO3)CC1 (stereo not given) | -0.2 | i | -9 | 5 | -5 | x | 1 | -4 | 0
CCCN(CCC)CCCNC(=O)CC(C(=O)N1CCc2ccccc21)n1ccnc1 (stereo not given) | -0.8 | i | -2 | 0 | 0 | 1 | -1 | -9 | -1
O=C(NC1CCCCCCC1)c1cc(-c2ccccn2)nc2ccccc12 | 0.3 | i | 3 | -3 | 2 | 3 | 5 | 21 | 0
CCN1CCN(c2ccc(S(=O)(=O)N3CCCCC3)cc2NC(=O)c2ccc([N+](=O)[O-])o2)CC1 | -1.1 | i | -67 | -1 | -17 | -1 | -2 | -5 | -4
O=C(NCc1ccncc1)c1c(F)c(F)c(F)c(F)c1F | 1.0 | i | -4 | -1 | -6 | -3 | 8 | -5 | -8
COC(=O)c1ccc(CSc2nc3ccccc3c(=O)n2N)cc1 | 1.6 | i | -80 | 2 | 2 | -1 | 0 | 19 | -1
CC(CC(=O)Nc1cccnc1)c1ccccc1 (stereo not given) | 0.5 | i | 7 | -2 | 0 | 0 | -2 | -4 | -4
Cc1cccc(NC(=O)COC(=O)c2ccc(C)c(S(=O)(=O)N3CCCCC3)c2)c1 | -0.9 | i | -18 | -2 | 14 | 8 | -5 | 30 | -1
O=C(O)c1ccccc1C=NN1CCCCCC1 | -0.7 | i | -17 | 0 | 2 | 3 | -5 | -6 | -1
COc1ccc(Nc2nc(N)c(C(=O)c3ccc(OC)cc3)s2)cc1 | 1.7 | i | 9 | -4 | 2 | -13 | 3 | 12 | 0
O=C1CC(C(=O)N2CCN(c3ccccc3O)CC2)CN1Cc1ccccc1 (stereo not given) | 0.1 | i | 5 | -2 | 2 | 2 | -1 | -7 | -2
O=C(Nc1ccc(F)cc1)c1ccc2c(=O)n3c(nc2c1)CCCCC3 | 1.7 | i | -7 | -1 | -7 | -2 | -3 | 0 | -2
Cc1ccc(NC(=S)N(C)C)cc1C | -1.8 | i | -87 | 1 | 0 | -1 | -2 | -1 | 0
CCN(C(=O)c1cc(S(=O)(=O)N2CCCC2)ccc1C)C1CCS(=O)(=O)C1 (stereo not given) | -1.0 | i | 16 | 4 | -9 | -1 | 3 | -6 | -3
CC(=O)OCCSc1c(-c2ccccc2)c2cc(Cl)ccc2[nH]c1=O | 0.7 | i | -5 | -5 | -10 | -9 | 3 | 5 | -2
CCOc1ccc(CCNc2nc3c(c(=O)n(C)c(=O)n3C)n2CC)cc1OCC | 0.1 | i | -14 | 0 | -14 | -8 | 3 | -6 | -8
O=C(COC(=O)Cc1ccccc1F)NCCNC(=O)COC(=O)Cc1ccccc1F | -0.9 | i | -3 | 3 | 2 | 0 | 0 | -3 | -2
Cc1ccc(Sc2nc3ccc(C)cn3c(=O)c2/C=N/O)cc1 | 1.5 | i | 30 | -1 | -5 | 4 | 2 | 0 | 1
N#C/C(=C\c1ccc(-c2ccccc2Cl)o1)C(=O)Nc1nc2ccccc2s1 | -1.2 | i | -9 | -2 | -9 | -2 | 2 | 3 | -1
COC(=O)c1ccccc1NS(=O)(=O)c1ccc(Cl)nc1 | 0.5 | i | -7 | -2 | 1 | 6 | 0 | -1 | -2
O=C(CN1C(=O)S/C(=C\c2ccc(O)cc2)C1=O)c1ccccc1 | 1.1 | i | -19 | 2 | -5 | 5 | 2 | -2 | -2
O=C(O)CC1(CC(=O)Nc2ccccc2C(=O)c2ccccc2)CCCC1 | 1.9 | i | 13 | -1 | 6 | -1 | 7 | -4 | -3
c1ccc(CCNc2ncnc3ccccc23)cc1 | -1.6 | i | -3 | 2 | -1 | -13 | 2 | 1 | -4
O=C(CNC(=O)c1ccc(Br)cc1)NCCc1nc2ccccc2[nH]1 | 0.0 | i | -8 | 0 | -6 | 2 | 2 | -6 | -1
O=C(NC1CC1)c1ccc(-c2ccccc2)cc1 | -0.1 | i | 1 | 0 | 3 | -3 | 1 | -1 | -2

Compounds from the list above that contain a Cl atom, in the order listed:
SMILES | MsrA inhibitor | Rpn11 block | MLLE-PAM2 inh | Rin1-Abl PPI inh | E coli Lon inh | MT1-MMP act inh | CSN inh | FAS TE block | MsrA act
Cc1cc(=O)[nH]c2ccc(Cl)cc12 | 0.4 | i | 7 | -3 | 0 | 8 | 4 | -11 | -4
N=c1c(S(=O)(=O)c2ccc(Cl)cc2)cc2c(=O)n3ccccc3nc2n1CCN1CCOCC1 | 2.1 | i | -21 | -12 | -8 | -3 | 8 | 17 | -5
COC(=O)c1ccc(CSc2nnc3c(Cl)cc(Cl)cn23)o1 | -0.7 | i | -66 | 1 | -4 | 0 | 1 | -5 | -2
O=C(C1CCCCC1)N1CCC(O)(c2ccc(Cl)cc2)CC1 | x | i | -5 | 2 | -6 | 0 | -4 | -2 | -2
COc1ccc(C2CC(C(F)(F)F)n3nc(C(=O)NCc4c(C)nn(C)c4C)c(Cl)c3N2)cc1 (stereo not given) | -1.1 | i | -41 | 3 | 0 | -1 | -2 | -4 | 2
CC(=O)OCCSc1c(-c2ccccc2)c2cc(Cl)ccc2[nH]c1=O | 0.7 | i | -5 | -5 | -10 | -9 | 3 | 5 | -2
N#C/C(=C\c1ccc(-c2ccccc2Cl)o1)C(=O)Nc1nc2ccccc2s1 | -1.2 | i | -9 | -2 | -9 | -2 | 2 | 3 | -1
COC(=O)c1ccccc1NS(=O)(=O)c1ccc(Cl)nc1 | 0.5 | i | -7 | -2 | 1 | 6 | 0 | -1 | -2

Screening data: PubChem BioAssay, several laboratories
